Screening data as filed in PubChem BioAssay.
HP1b binding inh: HTS for Inhibitors of HP1-beta Chromodomain Interactions with Methylated Histone Tails; AlphaScreen HP1-beta / biotin-H3K9me3 peptide binding; AID 540317, 2011; 390,000 tested, 0.56% active; Chromobox protein homolog 1 (Homo sapiens), P83916; Potency, µM (highest dose often 114 µM), for inactives: at the highest dose activity change, negative = inhibition, usual class: inhibitors; further: nearly all actives have a fitted effect of over 70% in size; inactives centre near 23
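Compound inhibition of the preformed complex between 50 nM HP1-beta and 50 nM biotinylated H3K9me3 peptide was read by AlphaScreen. Buffer was PBS pH 7.4 with 0.01% Tween-20. Incubations ran 30 min at room temperature, with 10 ug/mL donor/acceptor beads.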
RGS4 inhibitor: Inhibitors of Regulator of G Protein Signaling (RGS) 4: qHTS; Potency, µM (top dose mostly 114 µM), for the others: top-dose activity change, negative = inhibition, actives largely listed as inhibitors; Transcreener GDP fluorescence polarization, RGS4-accelerated GTP hydrolysis; 390,000 tested, 0.039% active; AID 504845, 2011; further: on the % scale 0 is the no-effect control and ±100 the full control effect; nearly all actives have a fitted effect of over 75% in size; some results filed as inactive show a strong effect at the top dose
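MLSMR compounds (23 nl, pin-transferred) preincubated 10 min at room temperature with a 500nM (2x) first reagent, then RGS4 at 900nM (2x) plus Transcreener GDP mix added; fluorescence polarization (620/688 nm) read before and after 90 min at 30 °C.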
ERG-DNA inh: qHTS for Small Molecule Inhibitors of the ERG Ets/DNA interaction. AID 624246, 2012. 370,000 tested, 0.028% active. fluorescence polarization, His-ERG Ets domain / labelled DNA. Potency, µM (titrated, usually from 76.9 µM), for inactives: top-dose FP activity, negative = inhibition, actives largely listed as inhibitors. Transcriptional regulator ERG (Homo sapiens), P11308; active means well fitted inhibition curve with a large enough effect in the polarisation, with a control signal flat; inconclusive means small, poorly fitted or top-dose-only effect, or effect the other way, or a change in a side signal; inactive means no such curve, though single readings can be large or run the other way; the % refers to the polarisation;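 further: polarization taken with two DNA probes labelled with fluorescein and Texas red; % of control where 0% means no effect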
Target sequence (P11308 whole entry, looked up, the tested form may be a part): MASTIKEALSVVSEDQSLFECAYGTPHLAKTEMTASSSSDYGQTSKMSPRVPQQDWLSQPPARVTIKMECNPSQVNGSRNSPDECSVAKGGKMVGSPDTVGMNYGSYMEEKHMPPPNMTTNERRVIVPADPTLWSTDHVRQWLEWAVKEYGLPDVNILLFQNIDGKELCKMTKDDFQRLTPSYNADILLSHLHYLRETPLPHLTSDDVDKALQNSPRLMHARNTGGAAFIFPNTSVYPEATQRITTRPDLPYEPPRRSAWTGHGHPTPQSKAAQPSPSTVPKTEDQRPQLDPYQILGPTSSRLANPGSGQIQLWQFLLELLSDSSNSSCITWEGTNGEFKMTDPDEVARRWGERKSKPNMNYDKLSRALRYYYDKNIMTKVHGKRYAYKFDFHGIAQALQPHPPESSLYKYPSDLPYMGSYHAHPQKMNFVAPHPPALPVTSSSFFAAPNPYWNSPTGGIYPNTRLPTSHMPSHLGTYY
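His-tagged ERG Ets domain (1 uM in the protein solution; 300mM KCl, 50mM Tris-HCl, 1mM EDTA, 1mM DTT, pH 7.5) received compound, then a probe mix of 5 nM fluorescein-DNA and 100nM Texas-615-DNA. Fluorescence polarization was read for both dyes.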
Pin1 inh: qHTS Assay to Find Inhibitors of Pin1. Peptidyl-prolyl cis-trans isomerase NIMA-interacting 1 (Homo sapiens), Q13526. Pin1 FP peptide displacement, HiFluor488, 10 min. Potency, µM (titrated, usually from 115 µM), for inactives: at the highest dose activity, negative = inhibition, hits mostly inhibitors. 390,000 tested, 0.009% active. AID 504891, 2011; active means well fitted inhibition curve with a large enough effect in the polarisation, with a control signal flat, not every such curve was filed as active; inconclusive means small, poorly fitted or top-dose-only effect, or effect the other way, or a change in a side signal; inactive means no such curve, though single readings can be large or run the other way; the % refers to the polarisation; further: on the % scale 0 is the no-effect control and ±100 the full control effect
Target sequence (Q13526 whole entry, looked up): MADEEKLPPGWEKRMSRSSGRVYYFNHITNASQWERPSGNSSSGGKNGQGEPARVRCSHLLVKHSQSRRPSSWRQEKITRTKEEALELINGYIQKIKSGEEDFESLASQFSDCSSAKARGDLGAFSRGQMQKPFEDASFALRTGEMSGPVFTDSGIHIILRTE
JMJD2A Tudor: qHTS Assay for Inhibitors of JMJD2A-Tudor Domain; Lysine-specific demethylase 4A (Homo sapiens), O75164; AlphaScreen JMJD2A-Tudor / H3K4me3 peptide binding; Potency, µM (doses to about 114 µM), for inactives: top-dose activity change, negative = inhibition, usual class: inhibitors; 390,000 tested, 4.4% active; AID 504339, 2011; further: on the % scale 0 is the no-effect control and ±100 the full control effect; nearly all actives have a fitted effect of over 50% in size
GLS inhibitor: qHTS for Inhibitors of Glutaminase (GLS) | 410,000 tested, 0.21% active | Potency, µM (highest dose often 45.5 µM), without a hit: at the highest dose activity change, negative = inhibition, usual class: inhibitors | Glutaminase kidney isoform, mitochondrial (Homo sapiens), O94925 | GLS enzymatic activity, qHTS titration; further: on the % scale 0 is the no-effect control and ±100 the full control effect
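Read-out is an Amplex red fluorescence increase coupled through glutamate oxidase and HRP, measured before and after 30 min room-temperature incubation. hKGA is in 45 mM KH2PO4 (pH 8.2) with 0.02% Tween-20; glutamine added as 1mM solution.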
TrxR1 inh: qHTS Assay for Inhibitors of Mammalian Selenoprotein Thioredoxin Reductase 1 (TrxR1): qHTS; recombinant rTrxR1, NADPH fluorescence consumption, selenite substrate; Thioredoxin reductase 1, cytoplasmic (Rattus norvegicus), O89049; AID 588453, 2011; 390,000 tested, 1% active; Potency, µM (doses to about 114 µM), for inactives: top-dose activity change, negative = inhibition, hits mostly inhibitors; further: on the % scale 0 is the no-effect control and ±100 the full control effect; nearly all actives have a fitted effect of over 65% in size
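Rat TrxR1 (90 nM in the dispensed reagent) was pre-reduced with 400 uM NADPH for 5 min at room temperature, then incubated with compound for 15 min. After 400 uM selenite was added, NADPH fluorescence (Ex 340/Em 450 nm) was followed for 8 min.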
ALOX12 inh: Primary qHTS assay for inhibitors of human arachidonate 12S-lipoxygenase (ALOX12): Round 2; Polyunsaturated fatty acid lipoxygenase ALOX12 (Homo sapiens), P18054; AID 1671190, 2021; 580,000 tested, 1.1% active; purified 12hLO, xylenol orange hydroperoxide absorbance; Potency, µM (series often up to 108 µM), without a hit: top-dose activity change, negative = inhibition, most hits filed as inhibitors; further: on the % scale 0 is the no-effect control and ±100 the full control effect
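Purified human 12hLO (150 nM final) in 25 mM Hepes, 0.01% Triton X-100, pH 7.0 was preincubated 15 min at room temperature with compound. Then 40 uM arachidonic acid was added, 30 min. Hydroperoxide was read by Fe-XO absorbance ratio 573/405 nm.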
PGK inhibitor: qHTS Assay to Find Inhibitors of Phosphoglycerate Kinase; Potency, µM (top dose mostly 57.5 µM), for inactives: at the highest dose activity change, negative = inhibition, usual class: inhibitors; 380,000 tested, 0.043% active; PGK/GAPDH coupled, Kinase-Glo luminescence, 60 min; Phosphoglycerate kinase, glycosomal (Trypanosoma brucei brucei), P07378; further: on the % scale 0 is the no-effect control and ±100 the full control effect; nearly all actives have a fitted effect of over 60% in size
Target sequence (P07378 whole entry, looked up): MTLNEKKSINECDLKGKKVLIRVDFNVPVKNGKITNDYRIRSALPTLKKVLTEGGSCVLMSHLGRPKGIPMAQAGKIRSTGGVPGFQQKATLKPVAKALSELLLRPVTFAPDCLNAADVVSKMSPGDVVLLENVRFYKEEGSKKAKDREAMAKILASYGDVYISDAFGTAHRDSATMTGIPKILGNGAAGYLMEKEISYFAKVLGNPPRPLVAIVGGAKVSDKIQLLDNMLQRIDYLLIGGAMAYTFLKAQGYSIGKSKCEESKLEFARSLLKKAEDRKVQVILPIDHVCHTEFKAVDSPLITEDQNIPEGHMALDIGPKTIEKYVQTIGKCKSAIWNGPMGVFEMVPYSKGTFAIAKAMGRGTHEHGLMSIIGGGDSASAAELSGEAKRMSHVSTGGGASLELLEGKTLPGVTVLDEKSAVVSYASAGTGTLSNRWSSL
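Recombinant glycosomal PGK reaction used 1,3-bisphosphoglycerate generated in-well by GAPDH (100nM final) in 100mM TEA pH 7.6, 5mM MgCl2, 0.01% Tween-20. After 60 minutes at room temperature, ATP was read by Kinase-Glo Plus luminescence end-point.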
The depositor's hits bear a star; i = inactive; ? = inconclusive; nt = no result given; & = joins results of further samples; [ ] = another dose, or the depositor's remark. Unless noted, the call rests on the fitted dose curve; in most records, active means well fitted curve in the direction sought with a large enough effect; inconclusive means small, poorly fitted or top-dose-only effect, or another doubt; inactive means no such curve, though single readings can be large; an effect the other way counts as inactive or inconclusive. Potency means the concentration at half of the fitted maximal effect. An excerpt, so the mix of outcomes need not match the whole.

mol | HP1b binding inh | RGS4 inhibitor | ERG-DNA inh | Pin1 inh | JMJD2A Tudor | GLS inhibitor | TrxR1 inh | ALOX12 inh | PGK inhibitor
CC(=O)N1c2ccc(S(=O)(=O)N3CCC(C(=O)Nc4cccc(Cl)c4)CC3)cc2CC1C (stereo unspecified) | 44%[activator] | -15% | 2% | 0% | -2% | -1% | 11% | -8% | -11%
CCN(CC)CCNC(=O)c1ccc(NC(=O)c2ccc(F)cc2)cc1 | 47%[activator] | 12% | -6% | -5% | -6% | -3% | 21% | -8% | -9%
COc1ccc(CCn2c(=O)[nH]c3cc(C(=O)N4CCN(c5ccccn5)CC4)ccc3c2=O)cc1OC | 51%[activator] | 7% | -3% | -1% | -7% | 0% | -3%[57.1 µM] | 38%[activator] | 6%
Cc1ccc2c(c1)/C(=N/N1C(=O)c3ccccc3C1=O)C(=O)N2 | 13% | -21% | -6% | 1% | -4% | -9% | -8% | -26% | 13%
COc1cc2ccccc2cc1C(=O)N1CCN(c2ccccn2)CC1 | 4% | -7% | -2% | -2% | -2% | -9% | 9% | -10% | 9%
COc1ccc(-c2cc(C(F)(F)F)nc(S(C)(=O)=O)n2)cc1OC | 23% | ? | 8% | 20% | -18% | ? | 18µM* | -17% | -4%
COc1ccc(-c2cc(C(=O)OC(C)C(=O)Nc3c(C)n(C)n(-c4ccccc4)c3=O)c3ccccc3n2)cc1 (stereo unspecified) | -5% | 0% | 8% | 0% | -8% | 3% | -4% | -20% | 3%
COCCCNC(=O)c1sc2nc(C)c(C(=O)Nc3ccc(C)cc3C)c(-c3ccc(Cl)cc3)c2c1N | 74%[activator] | -1% | -1% | 3% | -12% | -3% | 1% | -8% | -3%
COc1cc(OC)cc(-c2c(-c3cccs3)c3cc(-c4ccc(SC)cc4)ccc3n2C)c1 | 56% | -16% | -6% | 4% | -18% | 0% | 26%[57.1 µM] | 0% | -3%
Cc1cc(Cl)c(S(=O)(=O)Nc2ccc(Cl)cn2)cc1OCC(N)=O | 32% | -22% | -4% | -3% | 5% | -7% | 4% | 33%[activator] | -2%
CCc1ccc(C(=O)/C=C/Nc2ccc(S(=O)(=O)Nc3cnc4ccccc4n3)cc2)cc1 | 17%&44% | 8%&-15% | -10%&-5% | 23%&2% | -21%&2% | -7%&2% | 17%&8% | ? | -2%&-4%
COc1nc(Nc2nc3ccccc3c(=O)[nH]2)nc2ccc(C)cc12 | 29% | -74%[11.4 µM] | 3% | ? | -11%[11.4 µM] | -24% | 17% | -16% | -8%
CC1CC(C)(C)N(C(=O)CN2C(=O)CCC2=O)c2ccccc21 (stereo unspecified) | 15% | 15% | -2% | -2% | -2% | 0% | 7% | 0% | 3%
CC1CN(C(=O)c2ccccc2Sc2ccccc2C#N)CC(C)O1 (stereo unspecified) | -6% | -14%[11.4 µM] | 1% | -11% | 13%[11.4 µM] | -10% | 5% | ? | i
O=c1[nH]c(/C=C\c2cccs2)nc(O)c1[N+](=O)[O-] | -8% | -16% | -2% | nt | ? | 0% | -11%[57.1 µM] | 22µM* | -7%

An excerpt from above in order of formula weight, lowest first:
mol | HP1b binding inh | RGS4 inhibitor | ERG-DNA inh | Pin1 inh | JMJD2A Tudor | GLS inhibitor | TrxR1 inh | ALOX12 inh | PGK inhibitor
CC1CN(C(=O)c2ccccc2Sc2ccccc2C#N)CC(C)O1 (stereo unspecified) | -6% | -14%[11.4 µM] | 1% | -11% | 13%[11.4 µM] | -10% | 5% | ? | i
COc1ccc(CCn2c(=O)[nH]c3cc(C(=O)N4CCN(c5ccccn5)CC4)ccc3c2=O)cc1OC | 51%[activator] | 7% | -3% | -1% | -7% | 0% | -3%[57.1 µM] | 38%[activator] | 6%
COCCCNC(=O)c1sc2nc(C)c(C(=O)Nc3ccc(C)cc3C)c(-c3ccc(Cl)cc3)c2c1N | 74%[activator] | -1% | -1% | 3% | -12% | -3% | 1% | -8% | -3%

(list continues)
mol | HP1b binding inh | RGS4 inhibitor | ERG-DNA inh | Pin1 inh | JMJD2A Tudor | GLS inhibitor | TrxR1 inh | ALOX12 inh | PGK inhibitor
CCOc1ccccc1NS(=O)(=O)c1ccc2oc(=O)c3ncn(C)c3c2c1 | 9% | 14% | -4% | 0% | -9% | 23% | 25% | -15% | -3%
CCOC(=O)C1CCN(c2c(Nc3cc(C)cc(C)c3)c(=O)c2=O)CC1 | 26% | -29% | -5% | 1% | 1% | 3% | 5% | 0% | i
COc1cc(O)c(C(CCN2CCOCC2)c2ccc(N(C)C)cc2)c(OC)c1 (stereo unspecified) | ? | -14%&-16% | 0% | 0%&-1% | 45µM* | 41%[activator] | -14%&-22% | -12% | -9%
CCOc1ccc(CCNC(=O)Cn2c(-c3cccs3)cc3ccccc32)cc1OCC | 2% | -2% | -5% | 2% | -22% | -4% | 63%[activator] | -5% | -4%
COc1ccc(OC)c(C2CC(=O)N(c3cccc(C)c3)C3=C2C(=O)OC3)c1 (stereo unspecified) | 7% | -1% | -2% | 8% | -25% | 0% | 8% | 7% | i
COc1ccc2[nH]c(=O)c(CN(Cc3ccco3)Cc3nnnn3Cc3ccccc3)cc2c1 | 21% | -10% | nt | 14% | -3% | 7% | ? | -24% | 10%
CC(/C=N/NC(=O)c1cc(-c2ccc3ccccc3c2)n[nH]1)=C\c1ccco1 | 13% | -39% | 10% | ? | -33% | -3% | 6% | ? | -2%
CCc1cc2c3c(c(=O)oc2cc1OC)CCCC3 | 63%[activator] | -11% | -2% | ? | 8% | 0% | -4% | -20% | -5%
COc1ccc(CN(C)Cc2nc(Cc3ccccc3Cl)no2)cc1OC | 17%[57 µM] | 14% | -2% | 4% | -4% | 0% | 0% | -11% | 1%
Cc1cc(C)c(C#N)c(SCC(=O)N2CCN(Cc3ccccc3)CC2)n1 | 39%[activator] | -16% | -7% | 25% | -10% | 1% | 11%[57.1 µM] | -5% | -6%
COc1ccc(CN2CCN(C(=O)c3ccc4nc(N5CCOCC5)sc4c3)CC2)c(OC)c1OC | 39%[activator] | -5% | -19% | -2% | -16%[57.1 µM] | -9% | 19%[57.1 µM] | 10% | -6%
COc1ccc(N2CCN(c3ccc(C(N)=O)cc3[N+](=O)[O-])CC2)cc1 | 7% | -17% | 17% | 4% | -33% | 27% | 9% | 0% | i
CC12C=CC(=O)C=C1CCC1C3CCC(O)(C(=O)CO)C3(C)CC(O)C12F (stereo unspecified) | 35% | -13% | 2% | -3% | -7% | -8% | 7%[11.4 µM] | 0% | 4%
CCOc1ccc(NC(=O)[C@H](Cc2ccccc2)NC(=O)C2CCNCC2)cc1 | 22% | 0% | 7% | -6% | -15% | 3% | 18% | -7% | 0%
O=C(CCCSc1nc2ccccc2[nH]1)NCc1ccc(Cl)cc1 | 43%[activator] | -2% | 3% | -7% | -17% | -12% | 18% | ? | nt
COc1ccc(CN(C)C(=O)COC(=O)c2ccc(-c3ccccc3)cc2)c(OC)c1OC | 16% | 0% | 8% | 2% | -10% | -1% | 0% | -20% | i
O=C(CSc1nnc(-c2ccc(O)cc2)o1)NNC(=O)c1ccncc1 | 8% | -9% | 5% | ? | ? | 0% | 7% | 2% | -1%
Cc1cc2ncc(C(=O)Nc3ccccc3)c(C)n2n1 | 50%[activator] | -11% | 11% | -2% | -8% | -2% | -17%[11.4 µM] | 0% | -6%
COCCCNC(=O)c1c(N)n(/N=C/c2cccs2)c2nc3ccccc3nc12 | 37%[activator] | 2% | 3% | 0% | -21% | 0% | 69%[activator] | -9% | 7%
CN(C)c1ccc(C2(O)C(=O)c3ccccc3C2=O)cc1 | 27% | -7% | 0% | 2% | -17% | 23% | 19% | -9% | 3%
CC(C)(C)N(Cc1ccccc1)C(=O)COC(=O)C1CCN(c2ccc(C(F)(F)F)cn2)CC1 | 49%[activator] | 18% | -4% | 24% | 16% | -2% | 32% | ? | i
Cc1ccc(-n2nc3c(SCCN4CCOCC4)nnc(C)c3c2C)cc1 | 16% | -23% | -8% | 14% | -18% | 4% | -10% | -8% | 3%
COc1ccc(C(C(=O)NC2CCCCC2)N(C(=O)c2csnn2)C2CC2)cc1 (stereo unspecified) | 15% | -24% | 3% | 2% | 5% | -13% | 25%[57.1 µM] | ? | -10%
COc1ccc(-n2c(N)cc(=O)nc2SCC(=O)N2CCN(c3ccccc3)CC2)cc1 | -6% | -10% | 1% | 0% | -11% | 22% | 32% | 0% | -12%
